Compound activity: PubChem BioAssay, NCI
All columns: NCI-60 one-dose screen, growth in % after 48 h at 10 µM unless noted; 100 = growth as untreated, 0 = no growth, -100 = all killed.
KM12: KM12 colon cancer cells; hit rate 5% among 82,000
HT29: HT29 colon cancer. hit rate 7.4% among 81,000
HCT-15: HCT-15 colon cancer | hit rate 5.2% among 82,000 | AID 1794746
SW-620: SW-620 colon cancer; AID 1794795; hit rate 5.2% among 82,000
SNB-19: SNB-19 CNS cancer cells. hit rate 2.5% among 81,000. AID 1794751
HCC-2998: HCC-2998 colon cancer; AID 1794799; hit rate 4.7% among 79,000
SNB-75: SNB-75 CNS cancer; hit rate 5% among 79,000; AID 1794750
HCT-116: HCT-116 colon cancer; hit rate 7.3% among 82,000; AID 1794798
SF-268: SF-268 CNS cancer cells; hit rate 3.1% among 82,000; AID 1794759
* marks the source's active call; other numbers are inactive results; nt = no result given; & = joins results of further samples; [ ] = another dose, or the depositor's remark. How the source made its calls: active means growth percent below 10; inactive means the rest.

SMILES | KM12 | HT29 | HCT-15 | SW-620 | SNB-19 | HCC-2998 | SNB-75 | HCT-116 | SF-268
Cc1ccc(NC(=O)NNC(=O)c2ccc(NC(=O)c3ccccn3)cc2)cc1 | 103 | 106 | 96 | 101 | 78 | 108 | 79 | 99 | 82
CN1CCN(Cc2ccc(NC(=O)c3cncc(C#Cc4cnccc4C(F)(F)F)c3)cc2C(F)(F)F)CC1 | 21 | 24 | 70 | 63 | 103 | 66 | 89 | 29 | 92
[O-][N+](=C(c1ccccc1)c1ccccc1)c1ccccc1 | 109&106 | 100&97 | 99&109 | 93&107 | 105&98 | 109&102 | 98&95 | 102&95 | 100&106
O=C1Nc2ccc(F)cc2/C1=N/c1n[nH]c(=S)s1 | 88 | 108 | 91 | 99 | 97 | 115 | 87 | 98 | 83
O=C(CSc1nc(O)c(Cc2ccccc2)c(=O)[nH]1)Nc1ccc2ccccc2c1 | 92 | 96 | 96 | 100 | 101 | 100 | 98 | 99 | 113
CC1(c2ccccc2)NC(=O)N(CC(=O)Nc2ccc(C(=O)/C=C/c3ccc(Cl)cc3)cc2)C1=O (stereo not drawn) | -81* | -47* | -61* | -59* | 31 | -99* | 38 | -69* | 20
O=[N+]([O-])c1ccc(N2CCOCC2)cc1 | 106 | 109 | 100 | 103 | 98 | 105 | 94 | 98 | 94
O=C1/C(=N/O)CCc2ccccc21 | 89 | 101 | 102 | 95 | 100 | 103 | 82 | 84 | 91
Cc1ccc(NC(=S)N2CCOCC2)cc1C | 101 | 114 | 86 | 109 | 94 | 109 | 106 | 89 | 110
O=C(N=Nc1c(O)[nH]c2ccccc12)Nc1ccc(C(F)(F)F)cc1 | 88 | 102 | 93 | 98 | 101 | 105 | 92 | 93 | 97
NCC(=O)Nc1ccc(O)cc1 | 105 | 120 | 96 | 101 | 105 | 94 | 103 | 100 | 103
CC(C)(C)c1ccc(C2=C/C(=C\c3ccc(Cl)cc3)C(=O)N2CCc2ccc(S(N)(=O)=O)cc2)cc1 | 85 | 100 | 89 | 99 | 95 | 98 | 101 | 78 | 84
C#CCOC(=O)[C@]12CC[C@@H](C(=C)C)[C@@H]1[C@H]1CC[C@@H]3[C@@]4(C)Cc5c([nH]c6ccccc56)C(C)(C)[C@@H]4CC[C@@]3(C)[C@]1(C)CC2 | 90 | 104 | 107 | 89 | 99 | 100 | 89 | 96 | 101
NC(=O)c1cc[n+](CC2=C(C(=O)O)N3C(=O)C(NC(=O)C(c4ccccc4)S(=O)(=O)[O-])C3SC2)cc1 (stereo not drawn) | 113 | 108 | 104 | 109 | 109 | 107 | 94 | 104 | 122
Cn1c(=O)c2c(nc(NCCc3ccc(O)c(O)c3)n2CCc2ccccc2)n(C)c1=O | 96 | 89 | 93 | 100 | 100 | 94 | 86 | 91 | 99

The last five entries of the part above open the next one.
SMILES | KM12 | HT29 | HCT-15 | SW-620 | SNB-19 | HCC-2998 | SNB-75 | HCT-116 | SF-268
NCC(=O)Nc1ccc(O)cc1 | 105 | 120 | 96 | 101 | 105 | 94 | 103 | 100 | 103
CC(C)(C)c1ccc(C2=C/C(=C\c3ccc(Cl)cc3)C(=O)N2CCc2ccc(S(N)(=O)=O)cc2)cc1 | 85 | 100 | 89 | 99 | 95 | 98 | 101 | 78 | 84
C#CCOC(=O)[C@]12CC[C@@H](C(=C)C)[C@@H]1[C@H]1CC[C@@H]3[C@@]4(C)Cc5c([nH]c6ccccc56)C(C)(C)[C@@H]4CC[C@@]3(C)[C@]1(C)CC2 | 90 | 104 | 107 | 89 | 99 | 100 | 89 | 96 | 101
NC(=O)c1cc[n+](CC2=C(C(=O)O)N3C(=O)C(NC(=O)C(c4ccccc4)S(=O)(=O)[O-])C3SC2)cc1 (stereo not drawn) | 113 | 108 | 104 | 109 | 109 | 107 | 94 | 104 | 122
Cn1c(=O)c2c(nc(NCCc3ccc(O)c(O)c3)n2CCc2ccccc2)n(C)c1=O | 96 | 89 | 93 | 100 | 100 | 94 | 86 | 91 | 99
COc1ccc(C(=O)Nc2nonc2-c2ccc(OC)c(OC)c2)cc1Cl | 71 | 90 | 83 | 89 | 90 | 102 | 93 | 77 | 85
CN1CCN(c2nc(-c3cn4ccsc4n3)cc3ccccc23)CC1 | 88 | 91 | 67 | 82 | 89 | 84 | 78 | 80 | 87
COc1ccc(-c2nc3ccc(C(=O)N=Nc4c(O)[nH]c5ccc([N+](=O)[O-])cc45)cc3[nH]2)cc1 | 110 | 120 | 105 | 115 | 93 | 121 | 116 | 112 | 106
NC(=O)C(N)CCO (stereo not drawn) | 98 | 102 | 97 | 105 | 98 | 115 | 91 | 90 | 102
COC(=O)c1ccc([N+](=O)[O-])cc1 | 103 | 96 | 100 | 109 | 101 | 107 | 105 | 98 | 100
CN1CCc2c(sc3ncnc(N/N=C/c4ccc(O)c(O)c4)c23)C1 | 63 | 101 | 81 | 35 | 79 | 90 | 70 | 31 | 80
COC(=O)c1nc(-c2ccccc2)oc1Sc1ccc(C)cc1 | 91 | 103 | 98 | 100 | 95 | 100 | nt | 90 | 94
Cc1c[nH]c(=O)n(CCOc2nc(Oc3ccccc3C(=O)O)cc(-c3ccco3)n2)c1=O | 94 | 90 | 92 | 102 | 99 | 107 | 98 | 86 | 92
c1ccc(-c2oc(-c3ccccc3)c(CN3CCCCC3)c2CN2CCCCC2)cc1 | 22 | 11 | 19 | 40 | 45 | -23* | 56 | 21 | 58
NC(N)=N/N=C/CO | 102 | 98 | 106 | 106 | 111 | 119 | 90 | 94 | 105
Cc1ccc(-c2nc(C#N)c(S(=O)(=O)N3CCN(c4oc(-c5ccccc5)nc4C#N)CC3)o2)cc1 | 110 | 108 | 94 | 98 | 98 | 111 | 107 | 95 | 103
CC(=O)O[C@H]1CC[C@]2(C)[C@H]3CC[C@@H]4[C@H]5[C@H](C)C6(C)OC[C@]5(CC[C@@]4(C)[C@]3(C)CC[C@H]2C1(C)C)C[C@@H]6C(C)=O | 78 | 80 | 38 | 68 | 89 | 92 | 106 | 42 | 97
COC(=O)CCc1cc(O)c2c(c1)[C@@H](C(=O)OC)[C@H](c1ccc(O)c(O)c1)O2 | 56 | 95 | 50 | 64 | 75 | 95 | 71 | 59 | 74
COc1ccc(S(=O)(=O)NCCCNc2nccc(-n3ccc4cccnc43)n2)cc1 | 95 | 108 | 76 | 113 | 89 | 111 | nt | 105 | 90
CC(=O)NC1C(O[C@H]2CC[C@]3(C)[C@H]4CC=C5[C@@H]6CC(C)(C)CC[C@]6(C(=O)OC6OCC(O)C(O)C6OC6OCC(O)(CO)C6O)[C@H](O)C[C@@]5(C)[C@]4(C)CC[C@H]3C2(C)C)OC(COC2OCC(O)C(O)C2OC2OCC(O)C(O)C2O)C(O)C1O (stereo partly drawn) | 107 | 108 | 106 | 95 | 107 | 111 | 92 | 114 | 106

Results in KM12 and SNB-75, for three of the compounds above:
SMILES | KM12 | SNB-75
c1ccc(-c2oc(-c3ccccc3)c(CN3CCCCC3)c2CN2CCCCC2)cc1 | 22 | 56
NC(N)=N/N=C/CO | 102 | 90
Cc1ccc(-c2nc(C#N)c(S(=O)(=O)N3CCN(c4oc(-c5ccccc5)nc4C#N)CC3)o2)cc1 | 110 | 107

Next part:
SMILES | KM12 | HT29 | HCT-15 | SW-620 | SNB-19 | HCC-2998 | SNB-75 | HCT-116 | SF-268
O=C(O)C(c1cccs1)C1(O)CCCCC1 (stereo not drawn) | 110 | 104 | 108 | 102 | 107 | nt | 96 | 97 | 102
CSC1=Nc2c(c(C)c(-c3ccccc3)n2CCCCCC(=O)O)C2=NC(=O)CN12 | 97 | 91 | 112 | 100 | 93 | 104 | 90 | 94 | 99
O=C1c2ccccc2C(=O)c2c1c(Br)cc1c(=O)[nH]nnc21 | 104 | 104 | 96 | 109 | 101 | 99 | 86 | 96 | 99
CCOC(=O)C(NC(C)=O)C(=O)c1ccccc1 (stereo not drawn) | 99 | 102 | 96 | 89 | 105 | 110 | 94 | 98 | 97
Cc1ccc(-c2nnc3ccc(N/N=C/c4ccccc4)nn23)cc1 | 57 | 118 | 69 | 91 | 87 | 111 | -17* | 100 | 58
CC/C=C/C(=O)NC1c2ccccc2Oc2ccccc21 | 87 | 112 | 88 | 90 | 93 | 89 | 58 | 80 | 87
O=c1[nH]c2c(cc1S(=O)(=O)c1ccccc1)CCCc1ccn(Cc3ccccc3)c1-2 | 104 | 100 | 96 | 102 | 106 | 116 | 101 | 98 | 103
CCOc1ccc(/C=N\N2CCCCCC2)cc1OCC | 103 | 100 | 62 | 114 | 96 | nt | 85 | 100 | 102
O=C1OC(c2ccccc2)=CC1(c1ccccc1)c1ccccc1 | 97 | 81 | 93 | 89 | 105 | 106 | 93 | 77 | 96
Cc1c(C(=O)C(SC(=S)N2CCN(C)CC2)SC(=S)N2CCN(C)CC2)nnn1-c1ccc([N+](=O)[O-])cc1 | 106 | 88 | 102 | 105 | 98 | 115 | 93 | 94 | 96
O=C1C=C(S(=O)(=O)O)c2ccccc2C1=O | 106 | 111 | 113 | 99 | 104 | 106 | 101 | 112 | 106
O=C(NCCCCCCCNC(=O)OCc1ccc2c(Cl)cc(Cl)c(O)c2n1)OCc1ccc2c(Cl)cc(Cl)c(O)c2n1 | -82* | -67* | -25* | -67* | 0.4* | -76* | -92* | -70* | -59*
CC(C)(C)C1CCC(=O)CC1 | 103 | 112 | 101 | 97 | 110 | 132 | 82 | 104 | 104
CC(OC(=O)Nc1cccc(Cl)c1)C(=O)OC1CCCCC1 (stereo not drawn) | 99 | 103 | 105 | 105 | 101 | 107 | 100 | 104 | 100
CN(C)C(=S)SCc1cc(Cl)cc(Cl)c1O | 102 | 98 | 89 | 97 | 101 | 109 | 99 | 97 | 105
C=CC(=O)Nc1cccc(-c2nc(SC)nc(NCCN3CCOCC3)c2C#N)c1 | 102 | 89 | 90 | 108 | 88 | 115 | 45 | 95 | 84
Nc1ncc(-c2ccc3ncnc(Nc4cccc(Cl)c4F)c3c2)cn1 | 90 | 79 | 56 | 91 | 59 | 56 | 53 | 96 | 54
CN1CCC(=C2c3ccccc3C(O)c3ccccc32)CC1 (stereo not drawn) | 104 | 102 | 96 | 103 | 96 | 102 | 57 | 102 | 100
CCCCCn1sc(=O)n(Cc2ccc(CNC(=O)OCc3ccc4cccc(O)c4n3)cc2)c1=O | 12 | -49* | -20* | -49* | 37 | 5.5* | -4.6* | -77* | 28
c1ccc(CCCCc2ccc3ccccc3n2)cc1 | 106 | 87 | 90 | 102 | 105 | 93 | 94 | 96 | 99
C=CCOC(=O)CCCCCCCC1OC1CCCCCCCC (stereo not drawn) | 110 | 102 | 99 | 104 | 106 | 93 | 90 | 92 | 106
N/C(=N\O)c1ncc(-c2ccc(C(F)(F)F)cc2)c(NC2CCCCCC2)n1 | -90*[100 µM] | -92*[100 µM] | -62*[100 µM] | -67*[100 µM] | -13*[100 µM] | -96*[100 µM] | -41*[100 µM] | -96*[100 µM] | -89*[100 µM]
Nc1ncnc2c1ncn2C1OC(CO)CC1F (stereo not drawn) | 104 | 96 | 111 | 108 | 111 | nt | 97 | 94 | 103
O=C(c1cccc(Cl)n1)c1c[nH]c2ccccc12 | 86 | 107 | 98 | 93 | 101 | 109 | 73 | 94 | 92
N#Cc1c(-c2ccc(Cl)cc2)nc(SCc2ccccc2)nc1N1CCNCC1 | 40 | -48* | 13 | -50* | 70 | -37* | 70 | -74* | 74
COc1ccccc1C(=O)NC(=S)Nc1ccc(-c2nc3ccccc3[nH]2)cc1 | 53 | 15 | 59 | 43 | 84 | 86 | -63* | 14 | 49
CC(=O)N1CCc2ccc(N)cc21 | 107 | 112 | 96 | 104 | 107 | 88 | 105 | 107 | 98
CCCCCCC(=O)C1C(=O)c2ccccc2C1=O | 92 | 111 | 95 | 87 | 102 | 105 | 64 | 99 | 90
COC(=O)c1c2c(c[n+]([O-])c1C)C(=O)C(NCc1ccccc1)=CC2=O | -0.7* | -0.5* | -60* | -19* | -24* | nt | -98* | 1.8* | -14*
Cc1ccc(O)c(N2C(=NCc3ccco3)NS(=O)(=O)c3cnccc32)c1 | 112 | 111 | 112 | 111 | 110 | nt | 106 | 99 | 100
COc1cccc(-c2nc3ccccc3s2)c1O | 59 | 104 | nt | 97 | 90 | 96 | 71 | 81 | nt
CNC(=O)c1[nH]cc(-c2ccccc2)c1-c1ccccc1OC | 111 | 104 | 103 | 100 | 100 | 111 | 84 | 100 | 97
CCCCN(CCO)C(C#CC(C)(C)O)C(C)C (stereo not drawn) | 104 | 95 | 107 | 102 | 95 | 98 | 90 | 104 | 110
COc1ccc(OC)c(-c2cc(-c3ccccc3)c(C#N)c(SCC(=O)c3ccc(Cl)cc3)n2)c1 | 96 | 84 | 98 | 101 | 101 | 99 | 60 | 85 | 93
CCCCc1nc2c([nH]1)c(=O)n(C)c(=O)n2C | 106 | 99 | 102 | 115 | 97 | 110 | 105 | 98 | 108
O=C1CC(c2ccc3c(c2)OCO3)Nc2ccccc21 (stereo not drawn) | 17 | 4.3* | 22 | 19 | 33 | 35 | 7.2* | 17 | 43
COc1ccc(C2c3c(ccc4ccccc34)Oc3ccc4ccccc4c32)cc1 | 90 | 79 | 85 | 100 | 101 | 111 | 92 | 71 | 84
COc1ccc(-n2c(SCc3cc(OC)c(OC)c(OC)c3)nc3cc(OC)c(OC)cc3c2=O)c(OC)c1 | 98 | 103 | 96 | 100 | nt | 111 | 88 | 94 | 89
CC(C)(C)C(=O)OCOP(=O)(OCOC(=O)C(C)(C)C)C1CCCN(OCc2ccccc2)C1=O (stereo not drawn) | 98 | 107 | 101 | 102 | 95 | 120 | 91 | 17 | 99
